Compound activity: PubChem, several laboratories
FBA Mtb inh = Mtb FBA enzyme inhibitors, primary screen, biochemical, fluorescence, strain H37Rv. AID 588726, 2011. inhibition, % at 1 µM. purified M. tuberculosis FBA, fluorescence read-out. 360,000 tested, 2.3% active; in the data active = inhibition above about 27%;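 also: 0% = vehicle and 100% = reference inhibitor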
Target sequence (P9WQA3 whole entry, looked up): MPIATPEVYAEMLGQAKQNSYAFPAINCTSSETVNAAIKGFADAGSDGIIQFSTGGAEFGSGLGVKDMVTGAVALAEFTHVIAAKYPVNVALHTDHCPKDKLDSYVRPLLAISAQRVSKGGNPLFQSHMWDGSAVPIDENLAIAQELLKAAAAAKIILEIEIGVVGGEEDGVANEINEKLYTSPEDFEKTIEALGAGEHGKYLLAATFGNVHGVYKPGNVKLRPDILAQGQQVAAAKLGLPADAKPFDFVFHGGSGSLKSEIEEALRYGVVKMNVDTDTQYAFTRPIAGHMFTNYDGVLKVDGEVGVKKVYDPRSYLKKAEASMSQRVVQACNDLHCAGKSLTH
BH1578 lux ind = inducers of Vibrio cholerae quorum light production without autoinducers, primary screen, BH1578 luxS cqsA deficient, single point | 350,000 tested, 0.16% active | V. cholerae BH1578 lux reporter, luminescence, 6 h | AID 588436, 2011 | activation, % at 18.7 µM; in the data active = activation mostly above about 9.7%, no sharp cut-off; also: not every result past the cut was called active; inactives centre near 0; reference of the scale not given here
GDH-TPI counter = GDH-TPI coupling enzyme inhibitors, primary screen, artefact control for M. tuberculosis FBA inhibitor project, biochemical, absorbance, full deck; AID 588335, 2011; 360,000 tested, 1.2% active; inhibition, % at 4.8 µM; GDH-TPI coupled enzyme counterscreen, NADH absorbance; in the data active = inhibition above about 30%;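 also: 0% = DMSO wells and 100% = wells lacking the enzyme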
3CLpro inhibitor = SARS-CoV 3CLpro protease inhibitors, primary screen, biochemical, quenched FRET; recombinant SARS-CoV 3CLpro, quenched FRET peptide cleavage; inhibition, % at 6 µM; 290,000 tested, 0.14% active; in the data active = inhibition above about 12%
Mtb UGM inh = M. tuberculosis UGM enzyme inhibitors, primary screen, biochemical, fluorescence polarization, single point | UDP-galactopyranose mutase (Mycobacterium tuberculosis (strain ATCC 25618 / H37Rv)), … | purified UGM, fluorescence polarization probe displacement | inhibition, % at 10 µM | 320,000 tested, 0.06% active; in the data active = inhibition above about 10%, passing the limit was not always enough
VHR inh abs = VHR1 phosphatase inhibitors, primary screen, biochemical, absorbance, uHTS; Dual specificity protein phosphatase 3 (Homo sapiens), P51452; recombinant VHR phosphatase, pNPP absorbance; inhibition, % at 13.3 µM; 290,000 tested, 0.52% active; AID 1654, 2009; in the data active = inhibition above about 50%; also: some compounds called inactive have numbers as strong as hits
Target sequence (P51452 whole entry, looked up): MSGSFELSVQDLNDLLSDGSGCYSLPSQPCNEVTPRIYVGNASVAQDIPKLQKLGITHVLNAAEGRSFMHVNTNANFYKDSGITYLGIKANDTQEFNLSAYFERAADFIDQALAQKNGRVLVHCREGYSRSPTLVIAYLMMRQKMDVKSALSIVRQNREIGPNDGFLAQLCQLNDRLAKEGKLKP
PriA SSB inh = inhibitors of Klebsiella pneumoniae PriA binding to SSB C-terminal tail, primary screen, biochemical, AlphaScreen. AlphaScreen SSBct-PriA binding, biotinylated peptide. PriA–SSB C-terminal tail interaction (Klebsiella pneumoniae). inhibition, % at 33 µM. 430,000 tested, 0.6% active. AID 1272365, 2023; in the data active = inhibition mostly above about 37%, no sharp cut-off; inactive = mostly below about 20%;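 also: plate controls were negative control peptide for no effect and reference peptide for full effect; strong numbers were not always called active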
MazF activator = activators of E. coli MazEF toxin-antitoxin RNase, primary screen, biochemical, fluorescence, uHTS. AID 504720, 2011. FAM/BHQ RNA-DNA oligo cleavage fluorescence, 5 h. 350,000 tested, 0.32% active. Endoribonuclease toxin MazF (Escherichia coli (strain K12)), P0AE70. activation, % at 20 µM; in the data active = activation above about 50%
Target sequence (P0AE70 whole entry, looked up): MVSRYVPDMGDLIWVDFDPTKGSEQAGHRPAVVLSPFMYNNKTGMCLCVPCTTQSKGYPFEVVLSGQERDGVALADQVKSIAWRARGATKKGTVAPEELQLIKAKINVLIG
Mtb BioA inh = M. tuberculosis BioA enzyme inhibitors, primary screen, biochemical, plate reader, single point, HTS. purified M. tuberculosis BioA enzyme. inhibition, % at 9.99 µM. 7,8-diaminopelargonic acid synthase BioA (Mycobacterium tuberculosis). 360,000 tested, 0.096% active; in the data active = inhibition above about 40%
Rv3671c protease = Rv3671c serine protease inhibitors, primary screen, biochemical, fluorescence polarization, M. tuberculosis H37Rv; P9WHR9; inhibition, % at 5.96 µM; 320,000 tested, 0.048% active; AID 2606, 2010; in the data active = inhibition above about 38%;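 also: extracellular domain of Rv3671c used as enzyme; 0% = enzyme with DMSO and 100% = no enzyme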
Target sequence (P9WHR9 whole entry, looked up, the tested form may be a part): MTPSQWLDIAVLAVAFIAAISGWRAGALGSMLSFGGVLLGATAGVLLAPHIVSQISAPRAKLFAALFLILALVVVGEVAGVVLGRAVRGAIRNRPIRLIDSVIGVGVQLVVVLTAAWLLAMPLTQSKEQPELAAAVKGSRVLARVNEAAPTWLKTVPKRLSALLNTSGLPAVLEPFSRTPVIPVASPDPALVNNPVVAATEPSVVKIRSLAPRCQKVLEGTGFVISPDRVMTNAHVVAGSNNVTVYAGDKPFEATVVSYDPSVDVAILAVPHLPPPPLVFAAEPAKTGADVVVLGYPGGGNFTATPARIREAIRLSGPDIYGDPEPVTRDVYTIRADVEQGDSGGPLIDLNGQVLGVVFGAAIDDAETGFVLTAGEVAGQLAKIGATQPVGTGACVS
* marks the source's active call; other numbers are inactive results; i = inactive; nt = not tested or not shown; & = joins results of further samples. Only part of the results is shown; the hit share may differ from the screen's.

SMILES	FBA Mtb inh	BH1578 lux ind	GDH-TPI counter	3CLpro inhibitor	Mtb UGM inh	VHR inh abs	PriA SSB inh	MazF activator	Mtb BioA inh	Rv3671c protease
O=C(Cc1ccccc1)OCC(=O)N1CCN(S(=O)(=O)c2ccc(Cl)cc2)CC1	1	i	15	nt	-0.7	nt	-9	-1	nt	4
O=C(COC(=O)/C=C/c1ccc(F)cc1)Nc1nnc(-c2ccccc2)o1	-2	-0.4	12	nt	1.4	nt	-12	3	-1.9	-4
CCCCN(C(=O)CCCc1nc2ccccc2c(=O)[nH]1)c1c(N)n(CCCC)c(=O)[nH]c1=O	-2	-0.5	-1	5	-1.4	5	-8	-2	0.1	-5
Cc1ccc(Cn2c(SCCN3CCOCC3)nc3c2c(=O)n(C)c(=O)n3C)cc1	1	i	13	-2	2.4	30	-13	-7	nt	-4
Cc1c(Br)c([N+](=O)[O-])nn1CC(=O)N1CCc2ccccc2C1	-7	-0.6	7	0	-0.5	2	-9	6	1.4	-9
Cc1noc(C)c1C(=O)N1CCCC(C(=O)c2cccc(OC(C)C)c2)C1 (centres undefined)	2	-0.5	-1	-5	-0.2	18	-6	-3	0.4	7
O=S(=O)(Nc1cccc(S(=O)(=O)N2CCCCC2)c1)c1ccc(Cl)s1	7	-0.1	10	nt	nt	nt	-8	0	-1.2	0
CC(NS(=O)(=O)/C=C/c1ccccc1)C(=O)O (centres undefined)	-2	i	0	1	-0.9	6	-9	-1	nt	7
CN(C)CCn1c(C(=O)Nc2ccccc2)cc2ccccc21	3	-0.4	12	-2	2.0	19	-19	6	1.1	-1
Cc1ccc(S(=O)(=O)N2CCN(C(=O)CN3C(=O)NC4(CCOc5ccccc54)C3=O)CC2)cc1 (centres undefined)	-1	0.4	-2	4	1.2	15	-19	1	-0.9	-8
CC(=O)c1cccc(OCc2cc(C(=O)N3CCSCC3)no2)c1	14	-1.7	1	4	-2.3	34	-3	-2	1.1	3
Cc1cc(C)nc(/N=C(/NC(=O)Nc2cccc(Cl)c2)Nc2ccccc2)n1	5	-1.5	-3	-4	-0.7	17	nt	-4	-0.1	-4
CC1CCN(C(=O)CCCOc2ccc(Cl)cc2)CC1	4	nt	5	-3	-4.9	-9	-27	-1	1.5	6
CCCCC(=O)Nc1cccc(-c2nc3ncccc3o2)c1C	16	-0.7	7	0	3.6	7	2	5	-1.0	0
Cc1c(C(=O)O)nnn1-c1ccccc1	1	i	-4	0	1.9	3	-15&-8	3	-1.6	-8
COC(=O)c1cnn(-c2nc(OC)cc(OC)n2)c1C	0	-0.2	-1	1	-3.0	-12	4	-5	nt	0
CC(C)C(=O)N1N=C2CCCCC2C1(O)C(F)(F)F (centres undefined)	5	i	3	2	1.0	-7	-6	5	nt	3
CC1CCCC(C)N1C(=O)COC(=O)Cc1c[nH]c2ccccc12 (centres undefined)	2	-6.2	-6	nt	0.5	nt	-6	3	-1.4	0
O=C(NNC(=O)C1CCCO1)c1ccccc1Cl (centres undefined)	-7	i	3	-1	-1.3	-6	0	-1	-0.7	1
CC1CN(C2CCN(C(=O)c3ccccc3)CC2)CC(C)O1 (centres undefined)	-3	3.0	11	0	-1.0	-8	4	4	-0.4	7
CN1N=C2c3ccccc3CCCC2C1c1ccc(F)cc1 (centres undefined)	2	-0.7	-6	-5	0.6	-15	-8	-13	nt	2
COc1ccc(Nc2nc3c(C)cccc3cc2C#N)c(OC)c1	0	-0.3	-3	2	-2.5	-8	-3	35	nt	-1
O=C(COc1ccccc1)Nc1ncc2c(n1)CCCC2=O	9	i	-7	-3	4.3	4	2	-1	-0.1	5
CCOC(=O)/C=c1/s/c(=C/c2ccc3cc(OC)ccc3c2)c(=O)n1CC(=O)NCC1CCCO1 (centres undefined)	5	i	1	nt	nt	nt	-10	80*	nt	nt
CSc1ccc(OC2CCN(Cc3ccccc3)CC2)cc1	-2	-0.3	11	-1	4.8	5	3	-4	nt	3

Entries of single compounds, quoted from the list:
Cc1ccc(S(=O)(=O)N2CCN(C(=O)CN3C(=O)NC4(CCOc5ccccc54)C3=O)CC2)cc1 (centres undefined) in the list: FBA Mtb inh: -1; BH1578 lux ind: 0.4; GDH-TPI counter: -2; 3CLpro inhibitor: 4; Mtb UGM inh: 1.2; VHR inh abs: 15; PriA SSB inh: -19; MazF activator: 1; Mtb BioA inh: -0.9; Rv3671c protease: -8
CC1CN(C2CCN(C(=O)c3ccccc3)CC2)CC(C)O1 (centres undefined) in the list: FBA Mtb inh: -3; BH1578 lux ind: 3.0; GDH-TPI counter: 11; 3CLpro inhibitor: 0; Mtb UGM inh: -1.0; VHR inh abs: -8; PriA SSB inh: 4; MazF activator: 4; Mtb BioA inh: -0.4; Rv3671c protease: 7
O=C(COC(=O)/C=C/c1ccc(F)cc1)Nc1nnc(-c2ccccc2)o1 in the list: FBA Mtb inh: -2; BH1578 lux ind: -0.4; GDH-TPI counter: 12; 3CLpro inhibitor: nt; Mtb UGM inh: 1.4; VHR inh abs: nt; PriA SSB inh: -12; MazF activator: 3; Mtb BioA inh: -1.9; Rv3671c protease: -4

Other structures follow:
SMILES	FBA Mtb inh	BH1578 lux ind	GDH-TPI counter	3CLpro inhibitor	Mtb UGM inh	VHR inh abs	PriA SSB inh	MazF activator	Mtb BioA inh	Rv3671c protease
COc1cc(C(=O)c2ccccc2Cl)c([N+](=O)[O-])cc1OC	1	i	9	2	0.6	5	5	3	-0.3	4
CCCCCCCCCC1(CC(=O)OCC)SCCN1C(N)=O (centres undefined)	-2	i	-9	nt	nt	nt	nt	-1	2.0	nt
Cn1ncc([N+](=O)[O-])c1C(=O)NC1CCCCC1	2	i	3	-3	1.0	10	-4	-19	-1.5	-9
O=C1CCCC(=O)C1CS(=O)(=O)c1ccccc1	-1	i	1	0	0.5	2	-7	-8	nt	3
O=C(Nc1c(C(=O)Nc2ccc3c(c2)OCCO3)cnn1-c1ccccc1Cl)c1ccco1	-1	i	2	0	-2.1	6	1	2	-0.4	-9
COc1cccc(C(=O)Nc2nnc(C(C)C)s2)c1	-1	nt	15	5	0.2	13	-3	1	-0.3	3
CCN(CC(=O)Nc1c(F)cccc1F)C(=O)CSC(=S)N1CCCC1	4	i	10	nt	-0.5	nt	9	-22	-9.7	-6
CC(C)c1ccc(C(=O)N2CCN(c3cnn(C)c(=O)c3Cl)CC2)cc1	1	-0.3	2	5	0.8	30	-10	8	nt	4
Cc1cccc(-n2cnc(C(=O)NNC(=S)Nc3ccc(Cl)cc3)c2)n1	7	-1.6	9	0	0.0	12	80*	-3	nt	3
COc1ccc(C(CC(=O)O)NC(=O)c2ccco2)cc1OC (centres undefined)	-4	0.7	-1	-1	-1.3	21	10	-5	0.4	3
O=C(O)Cc1ccc2ccc3ccccc3c2c1	1	0.6	14	nt	-1.1	nt	0	-4	-1.2	-6
Cc1noc(C)c1COc1cccc(C(=O)Nc2ccc3c(c2)OCO3)c1	9	i	-1	4	-1.3	13	0	5	12	-5
COc1ccc(NC(=O)c2cccc(N3C(=O)C4C5C=CC(C6CC56)C4C3=O)c2)c(OC)c1 (centres undefined)	1	-0.1	1	2	-0.2	21	-9	8	-1.5	-3
O=c1cc(CN2CCN(C/C=C/c3ccccc3)CC2)c2cc(O)c(-c3ccccc3)cc2o1	0	-0.3	0	0	-2.4	-11	-26	-23	2.2	1
COc1cc(/C=C/c2cc(OC(C)=O)c3ccccc3n2)c(OC(C)=O)c([N+](=O)[O-])c1	-3	5.9	37*	-4	1.3	-9	-9	-11	0.1	0
Nc1c(N(CCO)C(=O)/C=C/c2ccco2)c(=O)[nH]c(=O)n1Cc1ccccc1	0	-0.2	0	0	-0.6	10	-9	4	nt	4
CCOC(=O)c1cc(-c2ccccc2)n(CC(=O)O)c1C	9	-0.4	6	-6	2.4	-14	-5	9	-1.4	1
O=C(CN1CCN(S(=O)(=O)c2ccc(F)cc2)CC1)Nc1ccc2c(c1)OCO2	2	-1.5	4	-1	-1.3	12	-14	-4	1.0	0
CCCc1cc(=O)oc2cc(OCC(=O)Nc3ccc(S(N)(=O)=O)cc3)ccc12	5	i	9	6	-1.9	57*	-10	-27	-0.9	-25
COc1cc(CCC(=O)OCC(=O)Nc2ccc(C(N)=O)cc2)cc(OC)c1OC	3	-0.3	-1	2	0.5	-2	-3	0	nt	2
COc1cc(OC)cc(C(=O)n2nc(C)cc2C)c1	-2	-3.7	2	0	0.4	0	-2	-3	0.7	-1
Cc1ccc(N(C)S(=O)(=O)c2cccc(C(=O)Nc3nc4ccccc4[nH]3)c2)cc1	-4	-0.3	7	-4	2.5	16	7	-2	nt	-20
C=C(C)C(=O)Nc1cccnc1Oc1ccc(F)cc1F	1	-0.3	5	-1	-5.7	1	-5	9	nt	6
Cc1ccc(S(=O)(=O)N2CCCCC2)cc1NC(=O)COC(=O)c1c(F)cccc1F	3	nt	-4	0	1.8	9	1	10	nt	-2
O=C(NCCc1ccccc1)c1cccc2c(-c3ccc(F)c(F)c3)coc12	0	-0.9	0	nt	nt	nt	nt	nt	0.9	nt

Remaining list, next part
SMILES	FBA Mtb inh	BH1578 lux ind	GDH-TPI counter	3CLpro inhibitor	Mtb UGM inh	VHR inh abs	PriA SSB inh	MazF activator	Mtb BioA inh	Rv3671c protease
O=C(CCc1nnc(-c2ccc3c(c2)OCO3)o1)NC(c1ccccn1)C(F)(F)F (centres undefined)	2	0.2	1	-2	-4.1	1	-15	-11	nt	7
O=C(CN1CCCCC1)Nc1ccc(NC(=O)c2ccc(Cl)cc2)cc1Cl	0	i	5	-3	2.1	14	-4	-5	0.5	2
COc1ccc(NC(=O)COC(=O)CNC(=O)C2CCCCC2)cc1OC	1	i	11	nt	-0.1	nt	-10	2	-4.4	-8
N#Cc1sc(NCc2cccc(Cl)c2)nc1Cl	0	i	-1	2	-2.7	10	-27	2	1.0	-4
Cc1ccc(NC(=O)CN(c2ccc(Cl)cc2)S(=O)(=O)c2cc([N+](=O)[O-])ccc2Cl)c(C)c1	4	i	2	8	2.1	17	-6	19	nt	-32
COc1ccc(C(=O)NNC(=O)C(=O)NC(C)c2ccccc2)cc1OC (centres undefined)	-2	-0.5	11	1	1.2	8	4	1	nt	9
COc1ccc(CNC(=O)Cn2nc(C(F)(F)F)c(Br)c2C)cc1	2	-0.7	-12	4	-2.4	13	1	5	1.2	7
CCOc1ccc(Cc2nnc(SCC(=O)c3ccc(OC)cc3)o2)cc1	7	-0.3	-4	3	0.4	-6	-2	-17	-0.5	-8
Cc1ccccc1N1CCN(C(=O)c2ccccc2NC(=O)C2CC=CCC2C(=O)O)CC1 (centres undefined)	1	i	8	6	nt	37	-14	8	0.9	-8
COc1ccccc1N1CCN(C(=O)c2noc(C(C)C)c2[N+](=O)[O-])CC1	-2	-0.2	2	1	0.5	-6	2	3	-1.6	13
CC(NC(=O)c1ccc(Br)cc1)c1ccccc1 (centres undefined)	-5	1.0	5	6	-3.1	-8	-8	6	0.3	-11
O=C(c1ccco1)N1CCN(C(=O)c2ccccc2NS(=O)(=O)c2ccc(F)cc2)CC1	1	i	6	0	-2.0	12	0	10	-0.8	-1
Cc1cccc(C)c1NC(=O)CN(C)C(=O)c1cccc(S(=O)(=O)N2CCN(c3ccc(F)cc3)CC2)c1	-3	i	-3	nt	3.6	nt	8	-2	-0.1	2
Cc1ccc(C(=O)N(Cc2cccnc2)Cc2cc3cc(C)ccc3n3nnnc23)cc1	5	3.5	-3	3	5.5	-24	-1	2	1.3	-7
